MBNL1-CUG inh – blocks human MBNL1 binding to CUG repeat RNA. AID 2675. hit rate 0.036% among 280,000. Q9NR56. Potency, µM (doses to about 57.5 µM), for inactives: at the highest dose activity change, negative = inhibition, hits mostly inhibitors. TR-FRET MBNL1-His/biotin-(CUG)12 binding, 665/545 ratio; active = well fitted inhibition curve with a large enough effect in the signal ratio, with a control signal flat, not every such curve was filed as active; inconclusive = small, poorly fitted or top-dose-only effect, or effect the other way, or a change in a side signal; inactive = no such curve, though single readings can be large or run the other way; the % refers to the signal ratio; also: potency is read from the fitted curve at half-maximal effect; % is scaled to controls: 0 for no effect and ±100 for the full control effect
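Ratiometric TR-FRET (665 over 545 nm, excitation 340 nm) tracks disruption of MBNL1-His/biotin-(CUG)12 complex after 60 min at room temperature, with compounds at 92 nM to 58 uM final.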
PKM2 activator – increases activity of human pyruvate kinase M2. purified PKM2, Kinase-Glo ATP luminescence, activation; response scale: 0% is enzyme alone, no compound. Potency, µM (titrated, usually from 57.5 µM), inactives show top-dose activation, most hits filed as activators. hit rate 0.34% among 260,000. AID 1631; also: potency is read from the fitted curve at half-maximal effect; % is scaled to controls: 0 for no effect and ±100 for the full control effect; nearly all actives have a fitted effect of over 55% in size
Target sequence (P14618 whole entry, looked up): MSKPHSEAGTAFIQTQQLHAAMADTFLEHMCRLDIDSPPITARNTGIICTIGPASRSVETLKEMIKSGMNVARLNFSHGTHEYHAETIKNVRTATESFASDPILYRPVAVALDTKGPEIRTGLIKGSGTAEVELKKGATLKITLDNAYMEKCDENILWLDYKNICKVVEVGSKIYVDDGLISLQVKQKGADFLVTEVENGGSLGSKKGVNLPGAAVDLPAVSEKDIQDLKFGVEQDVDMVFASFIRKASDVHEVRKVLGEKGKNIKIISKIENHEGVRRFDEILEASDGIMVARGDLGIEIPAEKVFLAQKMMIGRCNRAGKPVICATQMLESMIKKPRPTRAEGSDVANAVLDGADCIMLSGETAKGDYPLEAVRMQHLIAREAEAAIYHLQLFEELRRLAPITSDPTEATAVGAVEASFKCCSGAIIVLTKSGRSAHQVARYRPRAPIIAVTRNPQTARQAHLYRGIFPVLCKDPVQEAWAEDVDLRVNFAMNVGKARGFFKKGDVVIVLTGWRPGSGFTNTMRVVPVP
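ATP formation by purified human PK-M2, quantified via coupled luciferase luminescence after 1 h at room temperature with 0.1 mM ADP and 0.5 mM PEP final.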
Eya2 inh – blocks the phosphatase activity of human Eya2; recombinant Eya2, OMFP fluorescence dephosphorylation (OMFP is methylfluorescein phosphate); Potency, µM (top dose mostly 76.9 µM), inactives show top-dose activity, negative = inhibition, most hits filed as inhibitors; hit rate 0.006% among 330,000; AID 488837; also: potency is read from the fitted curve at half-maximal effect; % is scaled to controls: 0 for no effect and ±100 for the full control effect
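Eya2 protein (added as 0.2 uM solution) was preincubated with compound for 10 min at ambient temperature in 50 mM HEPES pH 7.5, 50 mM NaCl, 5 uM MgCl2, 0.05% BSA, 1 mM DTT. OMFP (added at 50 uM) then reacted 10 min; fluorescence read at 485/525 nm.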
TSHR antagonist – antagonists of human thyroid stimulating hormone receptor | TSHR-expressing cells, TSH-stimulated cAMP HTRF, 2 h; active compounds read low | activity change, negative = inhibition, % at 11.5 µM | hit rate 0.2% among 330,000 | AID 504810;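 active = activity change below a set negative limit, meaning inhibition stronger than a set level, cut at about -70% in these data; inconclusive = activity change between two set negative limits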; also: % is scaled to controls: 0 for no effect and ±100 for the full control effect
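Cell-based HTRF cAMP assay; TSHR cells + compound, TSH EC80 (4nM final), 2 h, 37 deg C. Lysis with anti-cAMP cryptate and cAMP-d2, 30 min RT, read 665/620 nm.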
USP2a block – USP2a (human) protease inhibition | O75604 | USP2 core, Ub-CHOP2 coupled fluorogenic reporter, 485/531 | Potency, µM (doses to about 38.3 µM), without a hit: top-dose activity change, negative = inhibition, actives largely listed as inhibitors | hit rate 0.01% among 330,000;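 also: potency is read from the fitted curve at half-maximal effect; plate controls were DMSO wells for no effect and full inhibition by NEM control for full effect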
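USP2 core (10nM final) preincubated 30min RT with compound in 20mM Tris-HCl pH 8.0, 2mM CaCl2, 2mM beta-mercaptoethanol, 0.05% CHAPS; 25nM Ub-CHOP2 plus 25nM reporter substrate added, fluorescence (Ex485/Em531) read after 60min.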
KCNH2 WT inh – KCNH2 (human, wildtype) channel inhibition. Q12809. U2OS, BacMam KCNH2, thallium flux FluxOr; active compounds read low. hit rate 0.37% among 340,000. activity change, % at 1.84 µM. AID 720551;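 active = maximum activity change below -70%; inconclusive = maximum activity change between -70% and -50%; inactive = maximum activity change above -50%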; also: % is scaled to controls: 0 for no effect and ±100 for the full control effect
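U2OS cells were transduced with wild-type KCNH2 virus (2.03 x 10^8 / mL) for 4 h at room temperature, then cultured overnight at 37 C. Thallium flux was read with FluxOr dye. Rate constants were normalized to DMSO controls.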
Menin MLL FP TR – inhibitors of human menin-MLL interaction, mutant MLL peptide; hit rate 0.23% among 270,000; O00255; AID 1768; Potency, µM (highest dose often 61.6 µM), inactives show at the highest dose FP activity change, negative = inhibition, actives largely listed as inhibitors; Menin + Texas Red MLL mutant peptide, fluorescence polarization; active = well fitted inhibition curve with a large enough effect in the polarisation, with a control signal flat, not every such curve was filed as active; inconclusive = small, poorly fitted or top-dose-only effect, or effect the other way, or a change in a side signal; inactive = no such curve, though single readings can be large or run the other way; the % refers to the polarisation; also: potency is read from the fitted curve at half-maximal effect; % of control where 0% means no effect; many of its hits are not listed in these tables
Mito fusion yeast – inhibitors of mitochondrial division or activators of mitochondrial fusion; S. cerevisiae fusion-defective mutant growth rescue, CellTiterGlo 48 h; AID 485298; Potency, µM (highest dose often 46.1 µM), inactives show top-dose growth rescue (activation), actives largely listed as activators; hit rate 0.23% among 320,000;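 also: potency is read from the fitted curve at half-maximal effect; % of control where 0% means no effect; nearly all actives have a fitted effect of over 45% in size; temperature-sensitive fusion mutants such as fzo1-1 at 37 °C on non-fermentable ethanol glycerol medium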
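S. cerevisiae fusion-defective temperature-sensitive mutants (e.g. fzo1-1, mgm1-5) grown 48 h at 37C in YPEG (ethanol/glycerol non-fermentable) medium with 23 nl compound per well; growth rescue read as CellTiterGlo luminescence.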
GALK inh – galactokinase (human) inhibition; P51570; Purified GALK, Kinase-Glo residual ATP luminescence; Potency, µM (highest dose often 57.5 µM), for the others: at the highest dose activity change, negative = inhibition, most hits filed as inhibitors; hit rate 0.007% among 270,000; also: potency is read from the fitted curve at half-maximal effect; % is scaled to controls: 0 for no effect and ±100 for the full control effect
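Human GALK (5 nM) with 35 uM ATP and 100 uM galactose in 20 mM HEPES pH 8.0, 5 mM MgCl2, 60 mM NaCl, 1 mM DTT, 0.01% BSA. After 1 h at room temperature, leftover ATP was read by Kinase-Glo Plus luminescence.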
ASM inhibitor – human S-ASM enzyme inhibition; hit rate 0.006% among 340,000; P17405; placental ASM, HMU-PC fluorogenic substrate, 60 min; Potency, µM (top dose mostly 57.5 µM), inactives show at the highest dose activity change, negative = inhibition, hits mostly inhibitors; also: potency is read from the fitted curve at half-maximal effect
Target sequence (P17405 47-631 limits assumed): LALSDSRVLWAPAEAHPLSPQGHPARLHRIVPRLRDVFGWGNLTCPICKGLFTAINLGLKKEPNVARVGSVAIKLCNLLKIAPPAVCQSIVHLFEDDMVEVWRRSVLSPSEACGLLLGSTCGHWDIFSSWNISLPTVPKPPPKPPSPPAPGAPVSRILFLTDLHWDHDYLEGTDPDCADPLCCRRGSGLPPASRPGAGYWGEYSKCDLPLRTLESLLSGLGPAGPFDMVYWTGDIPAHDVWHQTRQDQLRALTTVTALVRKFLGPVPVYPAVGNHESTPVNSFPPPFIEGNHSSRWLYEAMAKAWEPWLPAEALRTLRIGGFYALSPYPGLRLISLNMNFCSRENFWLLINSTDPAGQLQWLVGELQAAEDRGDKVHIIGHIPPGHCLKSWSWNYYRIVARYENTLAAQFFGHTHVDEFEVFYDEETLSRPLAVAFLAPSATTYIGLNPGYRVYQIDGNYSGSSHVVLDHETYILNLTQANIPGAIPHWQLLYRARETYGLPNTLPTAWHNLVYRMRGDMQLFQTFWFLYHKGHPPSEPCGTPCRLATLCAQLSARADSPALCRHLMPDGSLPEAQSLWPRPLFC
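Fluorogenic HMU-PC substrate (9 uM final) is turned over by placental ASM in 60 min at 37 C after a 10 min compound preincubation. Reaction ended by alkaline stop (pH 10), with fluorescence read at 386/447 nm.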
Chronic BCR inh – inhibitors of chronic active B-cell receptor signaling; ABC-DLBCL IkBa-CBG/CBR reporter, luminescence ratio, 4 h; Potency, µM (highest dose often 46.1 µM), for inactives: at the top dose ratio change, negative = lower green/red ratio, actives largely listed as inhibitors; hit rate 0.05% among 340,000; active = well fitted inhibition curve with a large enough effect in the signal ratio, with a control signal flat, not every such curve was filed as active; inconclusive = small, poorly fitted or top-dose-only effect, or effect the other way, or a change in a side signal; the % refers to the signal ratio;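 also: potency is read from the fitted curve at half-maximal effect; plate controls were basal doxycycline-induced cells for no effect and cells given 10 µM MG132 for full effect; MG132 reads +100%, hits lower the ratio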
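Concentration-response series (up to 46 uM) were applied to TMD8 dual-reporter cells for 4 h at 37C with doxycycline. Green/red ratio, after filter-overlap correction, defined %Activity; red signal alone was normalised to basal cells and zero luminescence.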
* hit, by the source's call; ? = inconclusive; . = no result given; [ ] = remark or other dose. Unless noted, calls follow the shape of the dose curve; as a rule, active = well fitted curve in the direction sought with a large enough effect; inconclusive = small, poorly fitted or top-dose-only effect, or another doubt; inactive = no such curve, though single readings can be large; an effect the other way counts as inactive or inconclusive. This is a subset, so the mix of outcomes need not match the whole.

1) Cc1cc(NC(=O)c2cc(-c3ccccn3)nc3ccccc23)no1
2) O=C(NCCc1ccccc1)Oc1ccc(Cl)cc1
3) COC(=O)[C@@H](NCc1cccc(CN[C@H](C(=O)OC)C(C)C)c1)C(C)C
4) CC1(C)CCc2c([nH]c3ccccc3c2=O)O1
5) CCCCn1c(SCC(=O)NC2CCS(=O)(=O)C2)nc2ccccc2c1=O (stereo not drawn)
6) CCc1ccc(N=C2NC(=O)/C(=C/c3ccc(OCC(=O)O)cc3)S2)cc1
7) CC(=O)c1ccc(N2CCN(S(=O)(=O)c3ccc4ccccc4c3)CC2)cc1
8) Fc1ccccc1OCCCCN1CCCCC1
9) Cc1ccc(N2C(=O)c3ccc(N)cc3C2=O)cc1C
10) O=C(c1ccc(OC2CCN(CCc3ccccc3)CC2)cc1)N1CCCCC1CCCO (stereo not drawn)

screen / no.,1,2,3,4,5,6,7,8,9,10
MBNL1-CUG inh,?,.,-4%,-11%,-2%,?,.,-7%,?,-9%
PKM2 activator,-6%,2%,-1%,10%,-6%,15%,.,-10%[11.5 µM],-5%,-3%
Eya2 inh,0%[15.4 µM],-27%,0%,9%,-3%,-4%,-5%,3%,25%,6%
TSHR antagonist,-9,-4,-8,11,-8,-11,-24,-10,1,3
USP2a block,2%,-2%,1%,1%,1%,0%,2%,0%,3%,-1%
KCNH2 WT inh,23,0,4,-4,-5,-10,6,21,-14,14
Menin MLL FP TR,5%,.,-5%,4%,.,26%,.,-12%,?,-23%
Mito fusion yeast,4%,-3%,1%,22%,2%,0%,20%,-6%,10%,3%
GALK inh,1%,-2%,.,2%,-6%,3%,.,7%,-1%,2%
ASM inhibitor,4%,5%,2%,1%,5%,6%,-2%,3%,3%,-1%
Chronic BCR inh,17%,?,15%,?,-1%,2%,1%,-3%,?,1%

11) Cc1ccc(C)c(OCCC(=O)OCC(=O)NC2CC2)c1
12) CCCN(CCC)S(=O)(=O)c1ccc(C(=O)Nc2nnc(-c3cc(OC)cc(OC)c3)o2)cc1
13) N#C/C(=C\c1c[nH]c2ccccc12)C(=O)NCC1CCCO1 (stereo not drawn)
14) Cc1ccc([C@@H]2C3COCC=C3C(C#N)=C(N)C2(C#N)C#N)o1 (stereo partly drawn)
15) COCCN(C(=O)COC(=O)/C=C/c1cccc(C(F)(F)F)c1)c1c(N)n(CC(C)C)c(=O)[nH]c1=O
16) CC(C)NC(=O)c1sc2c(c1C(=O)Nc1cccnc1)CCCC2
17) CC(=O)Nc1cc(C(=O)OC(C(=O)c2ccccc2)c2ccccc2)ccc1C (stereo not drawn)
18) Cc1ccc(OCC(=O)NC2CCCC2)c(C)c1
19) O=c1c2ccccc2ncn1CCCCOc1ccccc1F
20) COc1cc(CNCc2ccccn2)ccc1OCc1ccc(Cl)cc1

screen / no.,11,12,13,14,15,16,17,18,19,20
MBNL1-CUG inh,.,6%,?,11%,.,4%,-1%,6%,-3%,?
PKM2 activator,.,-2%,-4%,7%,.,7%,1%,5%,-8%,-3%
Eya2 inh,8%,27%,-7%,12%,3%,-1%,-6%,14%,-3%,2%
TSHR antagonist,5,12,18,-9,-9,-13,8,-22,-10,-8
USP2a block,2%,0%,6%,5%,0%,-1%,1%,0%,-1%,-1%
KCNH2 WT inh,-12,-3,-4,0,8,5,1,1,-3,62
Menin MLL FP TR,.,?,18%,-9%,.,.,34%[activator],2%,3%,-8%
Mito fusion yeast,-1%,2%,-7%,0%,.,22%,7%,3%,7%,-16%
GALK inh,.,2%,1%,8%,.,3%,2%,0%,1%,-3%
ASM inhibitor,4%,-3%,8%,130%[activator],-2%,-8%,-11%,0%,2%,2%
Chronic BCR inh,1%,?,-2%,3%,2%,8%,-5%,2%,?,?

Molecules shown so far that contain a cyano group (2):
13) N#C/C(=C\c1c[nH]c2ccccc12)C(=O)NCC1CCCO1 (stereo not drawn)
14) Cc1ccc([C@@H]2C3COCC=C3C(C#N)=C(N)C2(C#N)C#N)o1 (stereo partly drawn)

screen / no.,13,14
MBNL1-CUG inh,?,11%
PKM2 activator,-4%,7%
Eya2 inh,-7%,12%
TSHR antagonist,18,-9
USP2a block,6%,5%
KCNH2 WT inh,-4,0
Menin MLL FP TR,18%,-9%
Mito fusion yeast,-7%,0%
GALK inh,1%,8%
ASM inhibitor,8%,130%[activator]
Chronic BCR inh,-2%,3%

The results go on:
The line under a structure holds: MBNL1-CUG inh | PKM2 activator | Eya2 inh | TSHR antagonist | USP2a block | KCNH2 WT inh | Menin MLL FP TR | Mito fusion yeast | GALK inh | ASM inhibitor | Chronic BCR inh
[21] COc1cc(/C=N/NC(=O)C(=O)/C=C2\NC3(CCCC3)Cc3ccccc32)ccc1O
  11% | -1% | -11% | -40 | 3% | 3 | 2% | -26% | 0% | -17% | ?
[22] CC1NC2(C(=O)N(Cc3ccccc3)c3ccccc32)C2C(=O)N(c3ccccc3)C(=O)C12 (stereo not drawn)
  -2% | -4% | 7% | -2 | 1% | 0 | -2% | 1% | 0% | -1% | 8%
[23] CC(=O)c1cccc(NC(=O)CSc2nc(=O)n(CCCN3CCOCC3)c3c2CCC3)c1
  . | . | -12% | 0 | 1% | 5 | . | -7% | . | -1% | 3%
[24] CCOC(=O)C(=NCC1CCCO1)NNc1cc(Cl)ccc1Cl (stereo not drawn)
  13% | -2% | -4% | -1 | -2% | -5 | . | 3% | 0% | 3% | -10%
[25] COc1cc(C#Cc2c(-c3cncn3C)n(C)c3ccc(-c4ccc(CN5CCOCC5)cc4)cc23)cc(OC)c1
  . | . | 9% | -21 | 1% | 13 | . | . | . | -6% | ?
[26] CCn1c(C)nc2c1C(=O)c1ccccc1C2=O
  ? | -2% | 2% | -23 | -1% | -229* | -19% | 2% | 0% | -3% | -5%
[27] CCC(CCC(=O)Nc1cccc(C(=O)O)c1)C(=O)O (stereo not drawn)
  5% | -6% | -3% | 6 | 0% | 3 | 7% | -2% | -1% | 0% | -7%
[28] O=C(O)CCCC(=O)Nc1ccc(Cl)cc1
  -4% | 6% | 5% | -10 | 0% | 1 | 2% | -7% | 0% | -2% | 0%
[29] O=C(C[n+]1cc(-c2ccc(F)cc2)n2c1CCC2)Nc1nc(-c2ccc(F)cc2)cs1
  2% | -3% | -1% | 6 | 1% | 21 | ? | -4% | 0% | -12% | ?
[30] O=C(Nc1cccc2cccnc12)C1CCCC1
  -2% | -5% | -1% | 7 | 2% | 2 | -9% | 8% | 3% | -3% | ?
[31] COc1cccc(Cn2cnc3c(NS(=O)(=O)c4ccc(Cl)cc4)c(C)c(C)cc32)c1
  -3% | -2% | 4% | -4 | 1% | -4 | -15% | 1% | -2% | -2% | -3%
[32] COc1ccc(C2=CSC3=NCCN23)cc1
  0% | . | 1% | -2 | 3% | 16 | 12% | -6% | -1% | -3% | -4%
[33] CCC(C(=O)N1CCN(c2cccc(Cl)c2)CC1)c1ccccc1 (stereo not drawn)
  -2% | -1% | -19% | -16 | 0% | -11 | -24% | 12% | 0% | -2% | ?
[34] Cc1nn(-c2ccccc2)c(Cl)c1/C=N/Nc1nncc(=O)[nH]1
  -8% | -2% | 8% | 4 | -1% | 6 | . | 1% | 0% | -2% | 12%
[35] O=C(Nc1ccc(F)cc1)c1cccc(C(=O)Nc2ccc(F)cc2)c1
  -4% | . | -2% | -6 | 0% | 3 | ? | 0% | 1% | 1% | 4%
[36] COc1ccc(CNC(=O)c2c(O)c3ccccc3n(C)c2=O)cc1
  -3% | 19% | 12% | -4 | 1% | -3 | -26% | 5% | 1% | -4% | 0%
[37] C/C(CC(=O)Nc1ccc(C)c(Cl)c1)=N\NC(=O)c1ccncc1
  -1% | 15% | -2% | -1 | 0% | -9 | ? | -3% | 1% | 0% | ?

From PubChem BioAssay
